DT40 TDP1 CPT = qHTS for Inhibitors of human tyrosyl-DNA phosphodiesterase 1 (TDP1): qHTS in cells in presence of CPT. AID 686979, 2013. Potency, µM (series often up to 46.2 µM), without a hit: at the highest dose activity change, negative = growth inhibition, hits mostly inhibitors. 420,000 tested, 12% active. chicken DT40 Tdp1-/-;hTDP1 cells + 20 nM CPT, ATP luminescence, 48 h; note: nearly all actives have a fitted effect of over 55% in size
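Chicken DT40 Tdp1-/- cells complemented with human TDP1, 400 cells/well, exposed to compounds plus 20 nM camptothecin for at least 48 h at 37 C; viability read as ATP content by CellTiter-Glo luminescence.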
TDP1 inh = qHTS Assay for Inhibitors of Tyrosyl-DNA Phosphodiesterase (TDP1); Tyrosyl-DNA phosphodiesterase 1 (Homo sapiens), Q9NUW8; recombinant TDP1, AlphaScreen DNA substrate cleavage; Potency, µM (highest dose often 130 µM), for inactives: at the highest dose activity change, negative = inhibition, usual class: inhibitors; 350,000 tested, 0.28% active; note: nearly all actives have a fitted effect of over 40% in size
Target sequence (Q9NUW8 whole entry, looked up): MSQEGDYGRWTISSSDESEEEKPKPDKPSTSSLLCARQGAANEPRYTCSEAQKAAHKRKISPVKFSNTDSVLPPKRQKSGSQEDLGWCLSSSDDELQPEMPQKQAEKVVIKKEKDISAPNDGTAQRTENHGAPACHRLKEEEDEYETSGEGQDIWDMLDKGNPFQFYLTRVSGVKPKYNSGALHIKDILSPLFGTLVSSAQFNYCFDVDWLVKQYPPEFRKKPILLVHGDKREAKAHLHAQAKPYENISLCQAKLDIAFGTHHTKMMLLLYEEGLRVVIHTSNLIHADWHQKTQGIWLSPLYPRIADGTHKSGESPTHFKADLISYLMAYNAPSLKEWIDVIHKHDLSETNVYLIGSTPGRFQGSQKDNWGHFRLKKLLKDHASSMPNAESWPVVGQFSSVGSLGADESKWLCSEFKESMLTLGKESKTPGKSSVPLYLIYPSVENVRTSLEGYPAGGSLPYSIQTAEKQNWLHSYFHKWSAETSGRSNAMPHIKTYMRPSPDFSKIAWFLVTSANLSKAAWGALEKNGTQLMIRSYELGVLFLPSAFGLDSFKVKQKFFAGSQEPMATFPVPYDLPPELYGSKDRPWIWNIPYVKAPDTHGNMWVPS
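Recombinant E. coli-expressed Tdp1 (1 nM) preincubated with compound 15 min at RT, then 5'-biotin/3'-phosphotyrosine-FITC DNA substrate (15 nM) added for 5 min. AlphaScreen beads (10 ug/ml) added, 10 min RT; tyrosine-FITC cleavage read as signal loss.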
DT40 TDP1 no CPT = qHTS for Inhibitors of human tyrosyl-DNA phosphodiesterase 1 (TDP1): qHTS in cells in absence of CPT; DT40 Tdp1-/- hTDP1 cells, no CPT, ATP luminescence, 48 h; Potency, µM (highest dose often 46.2 µM), without a hit: top-dose activity change, negative = growth inhibition, usual class: inhibitors; 420,000 tested, 15% active; note: nearly all actives have a fitted effect of over 55% in size
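Seeded 400 DT40-hTDP1 cells/well (vehicle DMSO, no 20 nM CPT); pinned compounds; ≥48 hr at 37 °C; CellTiter-Glo luminescence as viability measure.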
The depositor's hits bear a star; ? = inconclusive; / = no result given; & = joins results of further samples; [ ] = dose if it differs, or a comment. Calls come from the whole dose curve; as a rule, active = well fitted curve in the direction sought with a large enough effect; inconclusive = small, poorly fitted or top-dose-only effect, or another doubt; inactive = no such curve, though single readings can be large; an effect the other way counts as inactive or inconclusive. % is set by controls: 0 for no effect and ±100 for the full control effect; potency is the fitted concentration of half-maximal effect.

The opening 3 entries, to show the layout:
Sequence of screens – TDP1 inh	DT40 TDP1 CPT	DT40 TDP1 no CPT
#1 Cc1cc(F)ccc1S(=O)(=O)Nc1ccc2c(c1)CCCN2C(=O)c1cccs1
  3.8%	20.6µM*	23.1µM*
#2 O=C(NCCOC(=O)c1ccc([N+](=O)[O-])cc1)c1cccnc1
  0.0%	-9.2%	-7.4%
#3 CCOc1ccc(CCNC(=O)C2CCCN(S(=O)(=O)c3c(C)n[nH]c3C)C2)cc1OCC (stereo not given)
  -3.1%	?	9.2µM*

All compounds of this part, previewed entries included:
Sequence of screens – TDP1 inh	DT40 TDP1 CPT	DT40 TDP1 no CPT
#1 Cc1cc(F)ccc1S(=O)(=O)Nc1ccc2c(c1)CCCN2C(=O)c1cccs1
  3.8%	20.6µM*	23.1µM*
#2 O=C(NCCOC(=O)c1ccc([N+](=O)[O-])cc1)c1cccnc1
  0.0%	-9.2%	-7.4%
#3 CCOc1ccc(CCNC(=O)C2CCCN(S(=O)(=O)c3c(C)n[nH]c3C)C2)cc1OCC (stereo not given)
  -3.1%	?	9.2µM*
#4 CCOC(=O)NC(CC(=O)O)c1ccc(OC)cc1 (stereo not given)
  -1.0%	-8.3%	-21.4%
#5 CC1(C(=O)NCc2cccc(Cl)c2)Cc2c(-c3ccccc3)ccnc2O1 (stereo not given)
  /	16.4µM*	8.2µM*
#6 CCOC(=O)[C@H](CCc1ccccc1)N[C@@H](C)C(=O)N1C(C(=O)O)C[C@@H]2CCC[C@@H]21 (stereo not given in full)
  /	0.0%	-9.8%
#7 CCCCc1nc2cc(C(=O)N3CCNC(=O)C3)ccc2o1
  4.3%	-7.8%	17.7%
#8 OCCc1c[nH]c2ccccc12
  /	1.8%	10.2%
#9 CN(C)CCCn1c2c(c(SCC(=O)Nc3cccc4ccccc34)nc1=O)CCCC2
  -10.2%[0.505 µM]	-6.0%	-16.2%
#10 O=[N+]([O-])c1cccc(COc2cccc(CN3CCCCC3)c2)c1
  /	-11.9%	-14.7%
#11 COc1cc(NS(=O)(=O)c2ccc(NC(=S)NC(=O)COc3ccccc3OC)cc2)nc(OC)n1
  1.2%	6.6%	4.4%
#12 Cc1ccc(CNC(=O)CCC2CCCN(Cc3ccc4cccc(F)c4n3)C2)o1 (stereo not given)
  0.0%	-19.8%	?
#13 Cn1c(=O)c2ccccc2n2c(CCC(=O)N3CCN(c4cccc(Cl)c4)CC3)nnc12
  6.8%	?	?
#14 O=C(CSc1nc2ccccc2c(=O)n1NC(=O)Cc1ccccc1)NCc1ccco1
  5.1%	-20.1%	0.6%
#15 C=CCN=C1N[C@@H](c2ccccc2)C(C(=O)OC)=C(C)N1CCOC
  /	-27.5%	-23.3%
#16 COc1ccc(S(=O)(=O)Nc2cc3c(cc2NCc2ccccc2)n(C)c(=O)n3C)cc1
  5.0%	8.2µM*	?
#17 COc1ccc(/C=C(/CC(=O)Nc2ccc(C)cc2)c2nc3ccccc3s2)cc1
  -5.4%	12.5%	?
#18 COCCNC(=O)C(=O)NNS(=O)(=O)c1ccc2ccccc2c1
  0.0%	?	?
#19 N#CC(C#N)c1ccnc2ccccc12
  /	?	-26.6%
#20 CCCCC(CC)CNC(=O)Cn1c(=O)[nH]c2ccsc2c1=O (stereo not given)
  4.6%	-0.3%	-3.6%
#21 Cc1ccccc1-c1nnc(SCC(=O)Nc2ccc3c(c2)OCCO3)n1N
  0.0%	-13.0%	-15.9%
#22 O=C(Nc1nccs1)c1ccc(-c2ccccc2Cl)o1
  -2.6%	?	?
#23 CCSc1nnc(NC(=O)[C@H](C)NC(=O)c2ccccc2Cl)s1
  6.5%	3.6%	-3.1%
#24 CC(=O)c1ccc(Nc2nc(=O)c3cccnc3s2)cc1
  -7.1%	?	-29.2%
#25 CCOC(=O)c1ccc(NC(=O)CSc2nccn2-c2ccc(OCC)cc2)cc1
  0.0%[12.3 µM]	?	?
#26 CC(C)CC(NC(=O)C1CCC(C)CC1)C(=O)NCCN1CCOCC1 (stereo not given)
  5.4%	10.9%	1.2%
#27 O=[N+]([O-])c1ccc(NNC(=S)Nc2ccccc2)cc1
  10.7%	4.47µM*	2.82µM*
#28 CSc1nc2ccc3nc(NC(=O)c4ccc(C)cc4)sc3c2s1
  2.2%	3.7%	?
#29 Cc1ccc(S(=O)(=O)NC(=O)C2(C)CCN2C(=O)C2(c3ccc(Cl)cc3)CC2)cc1 (stereo not given)
  /	-6.5%	-8.2%
#30 O=C(Nc1nnc(-c2ccccc2)o1)C1CCCN1S(=O)(=O)c1cccs1 (stereo not given)
  -6.1%	-29.4%	?
#31 Cc1cccn2c(=O)c3cc(C(=O)NCCN4CCOCC4)c(=N)n(CCc4ccccc4)c3nc12
  3.9%	?	23.1µM*
#32 Cc1cnc(C(=O)OCC(=O)NC(=O)NC(C)C)cn1
  -4.7%	-4.6%	-7.7%
#33 O=C(Cn1c(=O)c2cccn2c2cccnc21)NCc1ccccc1F
  2.6%	0.7%	-25.1%
#34 COc1ccccc1CNC(=O)c1ccc(CN2CC(=O)N3CCCCC3C2=O)cc1 (stereo not given)
  3.7%	-24.3%	-15.1%
#35 Cc1ccc(OCC(=O)NNC(=O)C(C)Sc2ncnc3sc(C)c(C)c23)cc1 (stereo not given)
  0.0%	1.1%	-18.8%
#36 O=S1(=O)CCOC[C@H](Cc2ccccc2)N1Cc1cccc(F)c1
  /	-0.5%	?
#37 O=C(O)c1ccccc1SC1CC(=O)N(c2cccc3ccccc23)C1=O (stereo not given)
  3.1%	1.84µM*	2.59µM*
#38 Cc1nc(NC(C)c2ccccc2)c2oc3ccccc3c2n1 (stereo not given)
  4.8%	20.6µM*	10.3µM*
#39 CC(=O)Nc1ccccc1-c1nc(CNC(=O)c2ccc(F)c(F)c2)c(C)o1
  /	-6.2%	-10.6%
#40 CCOC(=O)Cn1nc(-c2ccc(Cl)cc2)ccc1=O
  -0.9%	?	?
#41 O=C(CCN1C(=O)c2ccc([N+](=O)[O-])cc2C1=O)Nc1cccc(O)c1
  -3.4%	-0.5%	-13.0%
#42 O=C(O)C1CCCCC1C(=O)OCCCCOC(=O)C1CCCCC1C(=O)O (stereo not given)
  4.2%	-8.1%	-13.3%
#43 O=C(Cn1nnc(-c2ccccc2)n1)N/N=C/c1ccco1
  2.3%	-9.9%	-22.7%
#44 COc1cccc(NC(=O)COC(=O)c2c3c(nc4ccccc24)CCC(C)C3)c1 (stereo not given)
  1.9%	8.2µM*	9.2µM*
#45 COCCN(C(=O)Cn1c(C(F)(F)F)nc2ccccc21)c1c(N)n(Cc2ccccc2)c(=O)[nH]c1=O
  4.5%	-4.4%	0.7%
#46 CCOc1ccc2c(c1)sc1nc(=O)n(-c3ccc(Cl)c(Cl)c3)c(=O)n12
  /	-6.0%	-11.7%
#47 Cc1ccc(NC(=O)Cn2ncn3c(cc4ccccc43)c2=O)cc1F
  0.6%&2.5%	-3.5%&-21.2%	-0.9%&-1.2%
#48 CC(C)Cc1ccc(CN2CCC(n3nccc3NC(=O)C3CCCC3)CC2)cc1
  3.3%	?	?
#49 CC1(C(=O)NS(=O)(=O)c2ccc(C#N)cc2)CCN1C(=O)CC1CCCCC1 (stereo not given)
  /	-10.1%	-9.4%
#50 Cc1ccc(NC(=O)CN2C(=O)COc3ccc(S(=O)(=O)N4CCOCC4)cc32)c(Cl)c1
  7.7%	?	?
#51 Cc1ccc2oc(=O)ccc2c1
  8.7%	13.3%	-1.6%
#52 COc1ccc(Cn2ccnc2SCC(=O)Nc2ccccc2)cc1
  8.7%	-11.9%	-12.3%
#53 O=C1CN(C(=O)c2ccc3nc(Cc4cccc(Cl)c4)oc3c2)CCN1
  1.8%	21.2%	-8.0%
#54 COc1cc(C(C(=O)NC2CCCCC2)N(C(=O)Cc2c[nH]c3ccccc23)c2ccc(C)cc2)cc(OC)c1OC (stereo not given)
  3.4%	23.1µM*	25.9µM*
#55 COc1ccc(C(C)C)cc1S(=O)(=O)N1CC(C)OC(C)C1 (stereo not given)
  -2.4%	-23.1%	?
#56 Cc1cc(C)cc(C(=O)NCC(=O)OCC(=O)N2CCN(S(=O)(=O)c3ccc4ccccc4c3)CC2)c1
  4.2%	12.8%	-13.8%
#57 COC(=O)c1cc2c(cc1NC(=O)c1cnn(-c3ccc(C)cc3)c1-n1cccc1)OCO2
  0.0%	-8.0%	-4.5%
#58 Cc1cc(CNC(=O)Cn2nc(C)c([N+](=O)[O-])c2C)c2ccccc2n1
  1.3%	?	?
#59 CCN1C(=O)c2ccccc2Sc2ccc(C(=O)NCCCN(CC(C)C)CC(C)C)cc21
  7.8%	14.6µM*	16.4µM*
#60 COc1ccccc1N1CCN(C(=O)Cn2cnc3c2c(=O)n(C)c(=O)n3C)CC1
  4.7%	?	-25.4%

Random excerpt: 2 entries already listed
Sequence of screens – TDP1 inh	DT40 TDP1 CPT	DT40 TDP1 no CPT
#19 N#CC(C#N)c1ccnc2ccccc12
  /	?	-26.6%
#27 O=[N+]([O-])c1ccc(NNC(=S)Nc2ccccc2)cc1
  10.7%	4.47µM*	2.82µM*

(more compounds)
Sequence of screens – TDP1 inh	DT40 TDP1 CPT	DT40 TDP1 no CPT
#61 CC(=O)NC(Cc1ccccc1C)C(=O)NC1CCN(C(=O)c2cccc(C)c2)CC1 (stereo not given)
  0.0%	0.9%	-13.0%
#62 C#CCOCCOCCOCCNc1nc(N2CCN(C(=O)C(Cc3cc4ccccc4[nH]3)n3cc(C(N)Cc4ccc(O)cc4)nn3)CC2)nc(N2CCN(C(=O)C(Cc3cc4ccccc4[nH]3)n3cc(C(N)Cc4ccc(O)cc4)nn3)CC2)n1 (stereo not given)
  9.0%	12.7%	3.4%
#63 CCOc1ccccc1N1CCN(S(=O)(=O)CC)CC1
  0.0%	-1.1%	-7.8%
#64 CCCc1cc(C(=O)Nc2sc3c(c2C(=O)OCC)CCCC3)no1
  6.5%	-5.8%	-8.3%
#65 O=c1[nH]c2ccc(NC(=S)Nc3ccccc3)cc2[nH]1
  -5.4%	0.8%	3.2%
#66 O=c1cnc2cnc(N3CCNCC3)nc2n1CCc1ccccc1
  /	9.7%	-23.6%
#67 CSCC[C@H](NC(=O)c1cccc(S(=O)(=O)N2CCCCC2)c1)c1nc2ccccc2[nH]1
  2.5%	?	?
#68 CCOc1[nH]n(-c2ccc(Cl)cc2)c(=O)c1C=Nc1ccc(Cl)cc1
  -2.0%	?	-14.2%
#69 O=C(N/N=C/c1cccc(OC(=O)c2cccc(Br)c2)c1)c1cccnc1
  -9.7%	0.7%	-2.6%
#70 O=C(Nc1ccc2oc(-c3cccnc3)nc2c1)c1ccco1
  -13.5%	-14.4%	-23.7%
#71 CN(C)S(=O)(=O)c1cc(NC(=O)CN2CCNC(=O)C2)ccc1Cl
  3.0%	0.8%	-7.9%
#72 COc1ccccc1Oc1cn[nH]c1-c1ccc(O)cc1O
  /	-24.9%	20.6µM*
#73 Clc1ccc(-c2csc(=Nc3cccnc3)n2CCCn2ccnc2)cc1Cl
  10.9%	23.1µM*	14.6µM*
#74 C=CCOc1ccc(C(=O)CC)cc1OC
  5.8%	5.1%	9.7%
#75 CC(C)CC1(C)NC(=O)N(Cc2cc([N+](=O)[O-])cc3c2OCOC3)C1=O (stereo not given)
  0.0%	-6.0%	-21.9%
#76 COC(=O)CCC(=O)Nc1ccc2oc3c(c2c1)CCCC3
  2.2%	-8.3%	-1.2%
#77 CC(=O)NCC1(c2ccccc2)CCN(CC2COc3ccccc3O2)CC1 (stereo not given)
  /	0.1%	7.5%
#78 COc1cc(-c2cnc3c(NC(C)=O)cc(-c4cccc(C(=O)NCCO)c4)cn23)cc(OC)c1OC
  /	16.4µM*	10.3µM*
#79 COc1ccc(N2Cc3cccc(C(=O)N4CCN(C(=O)c5ccco5)CC4)c3C2=O)cc1
  11.2µM*	0.1%	-26.0%
#80 COc1ccc(C(=O)NNc2cc(C)nc(NNC(=O)c3ccc(OC)cc3)n2)cc1
  9.0%	1.4%	-3.7%
#81 COc1ccc(N2CC(C(=O)Nc3ccc(S(=O)(=O)Nc4nc(C)cc(C)n4)cc3)CC2=O)cc1 (stereo not given)
  -2.1%	-9.5%	-11.0%
#82 O=[N+]([O-])c1ccc(Nc2cccc3c2[nH]c2c(-c4ccccc4)nccc23)c([N+](=O)[O-])c1
  /	?	?
#83 CCOc1ccc(Cn2c(O)cc(=O)[nH]c2=O)cc1
  3.0%[56.1 µM]	2.2%	1.2%

Assay outcomes: PubChem BioAssay, National Center for Advancing Translational Sciences (NCATS)
